# A549 viability = counter-screen for Nrf2 inhibitors: cytotoxicity in A549 cells | A549 ARE-Fluc cells, CellTiter-Fluor viability, 18-24 h | Potency, µM (titrated, usually from 46 µM), inactives show at the highest dose activity change, negative = cytotoxicity, hits mostly inhibitors | 390,000 compounds, 0.16% hits | AID 504648; also: potency is read from the fitted curve at half-maximal effect; % is scaled to controls: 0 for no effect and ±100 for the full control effect
#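 A549 ARE_Fluc cells in 5% FBS OPTI-MEM were exposed to compounds in concentration-response for 18-24 h at 37 deg C. Viability was read by CellTiter-Fluor fluorescence (Ex 405/Em 525) after 30 min, before the luciferase read.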
# Nrf2 activator = Nrf2 pathway activation | 410,000 compounds, 0.31% hits | Potency, µM (series often up to 46.1 µM), without a hit: top-dose activation, hits mostly activators | AREc32 ARE-luciferase reporter (MCF7-derived line), luminescence, 24 h; also: potency is read from the fitted curve at half-maximal effect; % of control where 0% means no effect; nearly all actives have a fitted effect of over 65% in size
#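 Luminescent ARE reporter assay in AREc32_Fluc cells: overnight plating at 37 deg C, 24 hr compound incubation, Steady-Glo added, 30 min RT before reading.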
# Mm-Cpn inhibitor = blocks the Methanococcus maripaludis chaperonin Mm-Cpn; Potency, µM (highest dose often 76.9 µM), without a hit: at the highest dose activity, negative = inhibition, actives largely listed as inhibitors; purified Mm-Cpn ATPase, ADP Transcreener TR-FRET; 330,000 compounds, 0.031% hits; also: potency is read from the fitted curve at half-maximal effect; % is scaled to controls: 0 for no effect and ±100 for the full control effect; nearly all actives have a fitted effect of over 80% in size
#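 Purified archaeal chaperonin (25 nM final) was preincubated with compound for 10 min at 37°C, then ATP (10 uM final) was added for 30 min at 37°C in Tris pH 7.4/KCl/MgCl2/DTT buffer. ADP was quantified by HTRF Transcreener TR-FRET.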
# EPAC2 agonist = agonists of human EPAC2 (RAPGEF4); Q8WZA2; EPAC2 activation, biochemical qHTS; response scale: 100% = 6.5 mM cAMP response; Potency, µM (series often up to 154 µM), inactives show at the highest dose activation, most hits filed as activators; 360,000 compounds, 0.079% hits; AID 720711; also: potency is read from the fitted curve at half-maximal effect; nearly all actives have a fitted effect of over 50% in size
# Target sequence (Q8WZA2 whole entry, looked up): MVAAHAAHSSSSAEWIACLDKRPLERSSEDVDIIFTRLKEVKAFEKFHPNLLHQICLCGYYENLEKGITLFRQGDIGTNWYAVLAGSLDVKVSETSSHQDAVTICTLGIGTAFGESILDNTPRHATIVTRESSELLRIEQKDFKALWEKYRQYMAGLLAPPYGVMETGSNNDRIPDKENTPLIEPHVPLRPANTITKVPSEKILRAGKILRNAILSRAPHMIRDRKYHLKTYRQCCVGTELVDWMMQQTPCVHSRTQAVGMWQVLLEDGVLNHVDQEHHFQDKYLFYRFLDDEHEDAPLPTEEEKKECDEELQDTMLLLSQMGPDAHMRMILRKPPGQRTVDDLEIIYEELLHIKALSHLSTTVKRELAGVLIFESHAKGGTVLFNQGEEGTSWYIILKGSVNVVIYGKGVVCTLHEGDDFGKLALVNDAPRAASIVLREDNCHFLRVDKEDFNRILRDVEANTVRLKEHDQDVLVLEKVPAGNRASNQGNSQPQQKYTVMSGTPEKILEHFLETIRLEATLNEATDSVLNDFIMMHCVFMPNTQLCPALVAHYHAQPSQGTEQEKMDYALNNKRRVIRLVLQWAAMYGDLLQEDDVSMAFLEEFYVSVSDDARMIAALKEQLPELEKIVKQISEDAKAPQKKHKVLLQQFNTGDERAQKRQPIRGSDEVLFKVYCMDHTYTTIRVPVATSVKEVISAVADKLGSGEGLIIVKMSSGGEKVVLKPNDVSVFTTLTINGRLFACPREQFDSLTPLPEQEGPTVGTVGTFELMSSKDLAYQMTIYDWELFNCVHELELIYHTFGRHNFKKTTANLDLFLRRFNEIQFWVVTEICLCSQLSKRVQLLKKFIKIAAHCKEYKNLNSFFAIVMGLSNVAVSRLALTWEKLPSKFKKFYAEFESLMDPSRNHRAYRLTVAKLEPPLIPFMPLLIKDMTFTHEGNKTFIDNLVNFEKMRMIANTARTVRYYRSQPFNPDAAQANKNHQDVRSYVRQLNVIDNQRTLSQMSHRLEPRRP
#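 Exchange assay: 100 nM EPAC2 with 250 nM Rap1B-BODIPY-GDP and 50 uM GDP. Fluorescence (ex 480/em 540 nm) read every 5 min for 30 min at room temperature. Data normalized to 6.5 mM cAMP as agonist control.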
# EPAC2 antag = blocks human EPAC2 exchange factor | Q8WZA2 | EPAC2 GEF exchange of Rap1B-BODIPY-GDP, fluorescence | AID 720708 | 360,000 compounds, 0.18% hits | Potency, µM (highest dose often 114 µM), without a hit: at the highest dose activity, negative = inhibition, actives largely listed as inhibitors; also: potency is read from the fitted curve at half-maximal effect; % is scaled to controls: 0 for no effect and ±100 for the full control effect; nearly all actives have a fitted effect of over 45% in size; many of its hits are not listed in these tables
# CCT chaperon mod = changes cytosolic chaperonin activity; purified chaperonin ATPase assay, HTRF ADP detection, 30 min; activity change, % (concentration not given with the values), hits read low; 360,000 compounds, 0.3% hits; in the data active = activity change below about -30%; also: % is scaled to controls: 0 for no effect and ±100 for the full control effect
#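 TRiC (40 or 20 nM final, by batch activity) in 30 mM Tris pH 7.4, 100 mM KCl, 5 mM MgCl2, 1 mM DTT was treated with compound at 76 uM single dose, then 10 uM ATP, 30 min at 37 °C. ADP was read by HTRF Transcreener.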
# TGFb SMAD3 inh = TGF-b pathway inhibition; 410,000 compounds, 1.2% hits; HepG2 CAGA-GFP TGF-b/SMAD3 reporter, GFP fluorescence, 18 h; TGF-beta stimulated, 500 pg/mL final; Potency, µM (highest dose often 46.1 µM), for the others: top-dose activity, negative = inhibition, hits mostly inhibitors; also: potency is read from the fitted curve at half-maximal effect; % is scaled to controls: 0 for no effect and ±100 for the full control effect; nearly all actives have a fitted effect of over 65% in size
#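 First, reporter cells (HEPG2 CAGA-GFP) rested 2 h at 37 degrees C. Next, compounds were pinned in and TGF-beta added to 500 pg/mL final. After 18 h, GFP was imaged per cell and summed per well.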
# Akt phos inh = Akt phosphorylation inhibition; Neuro2A IGF-stimulated pAkt S473 HTRF, 20 min; hits give low values; activity change, % for hits at 50 µM; 360,000 compounds, 0.32% hits; in the data active = activity change below about -80%; inconclusive = mostly about -51% to -80%; also: % is scaled to controls: 0 for no effect and ±100 for the full control effect
#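 Neuro2A cells in DMEM with 0.5% FBS, overnight at 37 deg C, given compound at single 50 µM final, then IGF (6 nM final) for 20 min at 37 deg C. Lysed; phospho-Akt Ser473 by HTRF after 24 h, 665/615 ratio.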
# Nrf2 inh = blocks Nrf2 signaling; A549 ARE-Fluc reporter, luciferase luminescence, 18-24 h; Potency, µM (top dose mostly 46 µM), without a hit: at the highest dose activity change, negative = inhibition, hits mostly inhibitors; 360,000 compounds, 2.1% hits; also: potency is read from the fitted curve at half-maximal effect; % is scaled to controls: 0 for no effect and ±100 for the full control effect; nearly all actives have a fitted effect of over 60% in size
#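 Two sequential reads on A549 ARE_Fluc cells exposed to compound for 18-24 h: a CellTiter-Fluor fluorescence read for viability, then a luciferase luminescence read for Nrf2/ARE activity.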
# * = called active by the depositor; i = inactive; ? = inconclusive; / = not tested or not shown; & = joins results of further samples; [ ] = dose if it differs, or a comment. Unless noted, calls follow the shape of the dose curve; as a rule, active = well fitted curve in the direction sought with a large enough effect; inconclusive = small, poorly fitted or top-dose-only effect, or another doubt; inactive = no such curve, though single readings can be large; an effect the other way counts as inactive or inconclusive.
# Sample of the layout, 2 compounds:
SMILES,A549 viability,Nrf2 activator,Mm-Cpn inhibitor,EPAC2 agonist,EPAC2 antag,CCT chaperon mod,TGFb SMAD3 inh,Akt phos inh,Nrf2 inh
COc1ccc(OCCn2c(C3CC(=O)N(c4ccc(F)cc4)C3)nc3ccccc32)cc1 (stereo not drawn),-15%,6.4%,/,/,/,/,?,/,?
CN1CCN(S(=O)(=O)c2cccc(C(=O)Nc3sc4c(c3C(N)=O)CCCC4)c2)CC1,?,0.3%,-4%,2%,4%,-1.4,-8%,i,?

# The list itself, from the first entry:
SMILES,A549 viability,Nrf2 activator,Mm-Cpn inhibitor,EPAC2 agonist,EPAC2 antag,CCT chaperon mod,TGFb SMAD3 inh,Akt phos inh,Nrf2 inh
COc1ccc(OCCn2c(C3CC(=O)N(c4ccc(F)cc4)C3)nc3ccccc32)cc1 (stereo not drawn),-15%,6.4%,/,/,/,/,?,/,?
CN1CCN(S(=O)(=O)c2cccc(C(=O)Nc3sc4c(c3C(N)=O)CCCC4)c2)CC1,?,0.3%,-4%,2%,4%,-1.4,-8%,i,?
CCCS(=O)(=O)N1CCN(C(=O)c2cccc(OC)c2)CC1,-4%,-0.5%,0%,-3%,-1%,-2.4,-9%,i,21%
CN(c1ccccc1)S(=O)(=O)c1ccccc1Br,-1%,0.7%,-2%,6%,-17%,0.4,1%&-7%,i,0%
Cc1ccc(NC(=O)CCN2CCc3ccccc3C2)cc1,0%,-0.3%,-1%,7%,11%,0.3,0%,/,?
CC12CCCc3c(O)cc(=O)n(c31)-c1ccccc12 (stereo not drawn),5%,-0.6%,-4%,7%,1%,1.6,-2%,i,-5%
CC(C)c1ccc(NC(=O)c2cccc(NC3=NC4CS(=O)(=O)CC4S3)c2)cc1 (stereo not drawn),0%,2.3%,1%,-1%,5%,-1.2,-9%,i,17%
O=C(O)/C(=C/c1cccnc1)NC(=O)c1ccccc1,10%,0.1%,1%,16%,0%,-2.0,-2%,i,5%
CCOC(=O)c1cc(-c2ccc(N3CCOCC3)cc2)nn1-c1ccccc1,9%,1.6%,-3%,20%,-13%,0.0,-8%,i,-22%
C/C(N)=C(/C#N)C(=O)CSc1nc2scc(-c3ccccc3)c2c(=O)n1C,1%,-0.1%,1%,4%,-10%,-0.1,-1%,i,15µM*
CS(=O)(=O)N1CCN(C(=O)c2csc3ccccc23)CC1,-9%,-0.8%,-2%,4%,13%,2.4,5%,i,5%
O=C(c1ccc(Br)cc1)N1CCCC(c2nc(-c3cccs3)no2)C1 (stereo not drawn),0%,0.5%,2%,10%,-12%,-1.5,-20%,i,-24%
O=C1OC(c2ccc(Cl)cc2)=C/C1=C/c1cccnc1,7%,-0.2%,1%,-9%,7%,-0.5,1%,i,13%
COc1ccc2c(c1)n([O-])c1c([n+]2=O)CCC1,-16%,0.0%,1%,-9%,2%,-1.5,3%,i,6%
COc1ccc(CC(=O)N2CCC(Nc3nc4ccccc4n3Cc3ccc(F)cc3)CC2)cc1,-19%,-0.2%,-2%,2%,-8%,0.9,-10%,i,?
Cc1ccc(S(=O)(=O)N2CCCC2CNC(=O)C(=O)NCc2ccc3c(c2)OCO3)cc1 (stereo not drawn),/,2.4%,/,11%,-1%,-1.5,-16%,i,/
CCC(CC)C(=O)N1N=C(c2ccc(NS(C)(=O)=O)cc2)CC1c1ccc(C)cc1 (stereo not drawn),-5%,7.1%,-3%,6%,?,-0.1,?,i,?
CC(=O)N1c2ccc(S(=O)(=O)N3CCC(C(=O)NCc4ccc(Cl)cc4)CC3)cc2CC1C (stereo not drawn),9%,2.7%,0%,2%,-7%,-0.6,?,i,?
COc1ccc(OC)c(S(=O)(=O)N2CCN(C(=O)NC3CCCCC3)CC2)c1,13%,0.4%,?,6%,23%,-0.4,-2%,i,13%
Cc1ccc(C(=O)Nc2nnc(S(=O)(=O)N3CCc4ccccc43)s2)cc1,0%,-0.6%,/,/,/,/,?,/,25%

# Taken from the listing for reference:
SMILES,A549 viability,Nrf2 activator,Mm-Cpn inhibitor,EPAC2 agonist,EPAC2 antag,CCT chaperon mod,TGFb SMAD3 inh,Akt phos inh,Nrf2 inh
CN1CCN(S(=O)(=O)c2cccc(C(=O)Nc3sc4c(c3C(N)=O)CCCC4)c2)CC1,?,0.3%,-4%,2%,4%,-1.4,-8%,i,?
CCCS(=O)(=O)N1CCN(C(=O)c2cccc(OC)c2)CC1,-4%,-0.5%,0%,-3%,-1%,-2.4,-9%,i,21%

# Continuation:
SMILES,A549 viability,Nrf2 activator,Mm-Cpn inhibitor,EPAC2 agonist,EPAC2 antag,CCT chaperon mod,TGFb SMAD3 inh,Akt phos inh,Nrf2 inh
CCCOc1ccc(C(=O)NC(=S)N2CCN(c3ncc4c(=O)c(C(=O)O)cn(CC)c4n3)CC2)cc1,/,4.4%,/,-4%,40%[activator],-0.1,-5%,i,/
CCN(CC)S(=O)(=O)c1ccc2c(c1)oc(=O)n2CC(=O)NC1CCCCC1,0%,0.0%,-6%,-1%,20%,0.5,3%,i,12%
CCOC(=O)C(C)Sc1nc2c(cnn2-c2ccc(C)cc2)c(=O)[nH]1 (stereo not drawn),?,-0.2%,2%,1%,4%,-1.1,-5%,i,?
CCN(CC)c1ccc(/C=N/NC(=O)OC(C)(C)C)cc1,-6%,3.6%,-1%,-1%,-10%,-2.4,-6%,i,?
CCC(=O)N1CCc2cc(S(=O)(=O)CCC(=O)NCCc3ccc(OC)c(OC)c3)ccc21,4%,-0.7%,-3%,4%,5%,-0.5,-2%,i,0%
O=C(COC(=O)c1cc(=O)[nH]c2ccccc12)Nc1cccc(S(=O)(=O)N2CCOCC2)c1,5%,0.1%,0%,18%,-9%,-2.5,-1%,i,1%
C=CCN1c2ccccc2[C@]23C[C@@H](C(=O)OC)N(C(=O)CC(C)C)C2=NC(C(=O)OC)=C(C(=O)OC)[C@H]13,-5%,1.4%,-3%,7%,-19%,-1.8,-19%,i,?
CCCNC(=S)NC1CC2CCCC(C1)N2Cc1ccccc1OC (stereo not drawn),/,-0.1%,/,1%,2%,-1.4,1%,i,/
O=c1ccn(-c2cccc(C(F)(F)F)c2)nc1-c1ccn(-c2ccccc2)n1,-6%,2.6%,-4%,-20%,-26%[57.1 µM],-3.7,-17%,i,?
COc1cc(OC)cc(C(=O)N[C@H](C(=O)NCc2ccccc2)C(C)C)c1,-4%,0.0%,0%,0%,-4%,0.4,-4%,i,?
CCCCC(=O)Nc1ncc([N+](=O)[O-])s1,-22%,3.3%,2%,14%,1%,-1.3,0%,i,?
CCN(CC)S(=O)(=O)c1cccc(S(=O)(=O)c2cccc(S(=O)(=O)N(CC)CC)c2)c1,1%,-0.3%,-1%,15%,-1%,-1.5,-21%,i,9.2µM*
O=C(NCC1CCCO1)C(c1ccc(F)cc1)N(Cc1ccc2c(c1)OCO2)C(=O)c1ccc(CN2CCOCC2)o1 (stereo not drawn),2%,3.6%,1%,12%,0%,-0.8,16%,i,-4%
COc1cccc(CNC(=O)CCC2CCCN(C(=O)CCn3cncn3)C2)c1 (stereo not drawn),1%,-0.1%,-4%,-3%,-4%,2.7,13%,i,-1%
CCOC(=O)N1CCN(C(=O)CCN2C(=O)/C(=C\c3cccc(OC)c3)SC2=S)CC1,-3%,5.9%,0%,4%,-3%,-1.3,13%,i,-19%
COc1ccc(/C=N/NC(=O)c2[nH]c3ccc(Br)cc3c2-c2ccccc2)c(C(=O)O)c1OC,3%,-0.1%,1%,-7%,-14%,1.4,-28%,i,-1%
Cc1cc(C)c(C(=O)c2ccc(C(=O)NC(C)(C)C)cc2)c(C)c1,1%,-1.1%,1%,-9%,-5%,-0.8,12%,i,/
O=C(COc1ccc([N+](=O)[O-])cc1)NNC(=S)NC(=O)c1ccc(Br)cc1,1%,2.1%,-1%,17%,-2%,-3.6,-18%,i,-2%
O=C(NCc1ccccc1)C1CCN(C(=O)NCc2ccccc2)CC1,-5%,0.1%,1%,2%,-3%,1.2,-8%,i,4%
O=C(CC1CCCCC1)Nc1c2c(nn1-c1ccc(F)cc1)CS(=O)(=O)C2,-3%,-0.3%,3%,4%,4%,1.3,14%,i,15%
CN(C(=O)COn1nnc2ccc(Cl)cc21)C1CCS(=O)(=O)C1 (stereo not drawn),1%,-0.3%,0%,8%,-7%,0.0,-1%,i,15%
Cn1c(SCCC#N)nnc1-c1ccccc1F,-13%,-0.2%,0%,5%,2%,1.0,-3%,i,-12%
Nc1nnc(SCC(=O)NNC(=O)c2ccc(Cl)cc2)s1,3%,0.0%,?,3%,7%,1.2,-1%,i,0%
O=C(NCc1nnc(SCC(=O)N2CCOCC2)o1)c1ccccc1,/,-0.6%,/,-1%,3%,0.6,6%,i,/
CCc1ccc(C(=O)/C=C2\Sc3ccccc3NC2=O)cc1,1%,6.7%,1%,3%,-3%,-0.6,?,i,?
C=CCn1c(SCc2n[nH]c(=S)n2-c2ccccc2)nnc1-c1ccccc1,-4%,0.1%,-2%,7%,2%,-0.7,-6%,i,-3%
Cc1ccc(S(=O)(=O)Oc2ccc(/C=C3\C(=N)N4N=C(S(C)(=O)=O)SC4=NC3=O)cc2)cc1,2%,-0.1%,3%,-4%,?,-1.4,2%,i,2%
COc1ccc(CCNC(=O)N[C@@H](Cc2ccccc2)C(=O)O)cc1,0%,-0.1%,-24%,4%,-11%,1.2,30%,i,12%
CCn1c(SCc2ccc(C#N)cc2)nnc1-c1cccc(Cl)c1,-2%,-1.1%,1%,16%,-3%,-0.4,-3%,i,-8%
COc1ccc(CCC(=O)NCCCNC(=O)CCc2ccc(OC)cc2)cc1,-6%,0.1%[9.22 µM],0%,-1%,4%,-1.3,9%,i,-1%
O=C1CC(c2ccccc2)CC(=O)C1Sc1ccc(Cl)cc1 (stereo not drawn),-11%,-0.5%,-1%,7%,5%,0.2,-9%,i,-21%

# Not all compounds are listed; the hit share may differ from the screen's.
